# mcGAS RapidFire – inhibitors of mouse cGAS; Q8C6L5; recombinant mouse cGAS, cGAMP by RapidFire MS; inhibition, % at 12.5 µM; 130,000 compounds, 0.18% hits; AID 1259397;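 active = inhibition of cGAS enzyme activity at or above 60%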;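 note: enzyme stimulated by 45 bp dsDNA with ATP and GTP substrates; cGAMP share of summed cGAMP plus half ATP and half GTP signals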
# Target sequence (Q8C6L5 whole entry, looked up): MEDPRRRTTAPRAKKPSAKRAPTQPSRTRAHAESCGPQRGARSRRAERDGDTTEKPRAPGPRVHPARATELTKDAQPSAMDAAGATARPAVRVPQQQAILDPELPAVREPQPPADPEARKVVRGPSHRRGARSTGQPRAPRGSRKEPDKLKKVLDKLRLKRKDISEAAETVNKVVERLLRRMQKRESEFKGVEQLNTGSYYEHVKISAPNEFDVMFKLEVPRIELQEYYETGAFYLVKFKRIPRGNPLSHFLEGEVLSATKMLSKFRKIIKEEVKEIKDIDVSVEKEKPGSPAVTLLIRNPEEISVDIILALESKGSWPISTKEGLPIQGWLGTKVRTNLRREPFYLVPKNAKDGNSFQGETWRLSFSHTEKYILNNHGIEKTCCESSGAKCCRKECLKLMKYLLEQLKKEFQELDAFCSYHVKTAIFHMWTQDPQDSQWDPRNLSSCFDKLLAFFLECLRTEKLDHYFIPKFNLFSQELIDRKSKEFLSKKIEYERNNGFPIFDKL
# * = called active by the depositor; & = joins results of further samples. These rows are one share of the data; the hit share may differ from the screen's.
# The opening 20 records, to show the layout:
SMILES,mcGAS RapidFire
COC(=O)c1ccc2c(c1)S(=O)(=O)N(CC(O)c1ccccc1)C2=O (centres undefined),-1
COCCn1c(C)cc(O)c(C(c2ccccn2)N2CCN(C)CC2)c1=O (centres undefined),-10
O=S(=O)(NCCOc1cc(N2CCCC2)ncn1)c1ccc(F)c(Cl)c1,-1
CN(C)C(=O)CN(C)S(=O)(=O)c1cc2[nH]c(=O)[nH]c2cc1Br,3
CN(Cc1cccs1)C(=O)CSc1nnc(-c2cccs2)n1C1CC1,-7
CC1(C(=O)NS(=O)(=O)c2ccc(F)cc2F)CCN1C(=O)Cc1ccc(Cl)cc1Cl (centres undefined),-7
CC/C=C(/C)C(=O)N(C)Cc1ccc(C(=O)O)cc1,-3
O=C(CNc1ccc(-n2cncn2)c(Cl)c1)N1CCCCCC1,-3
CNC(=O)c1cccc(NC(=O)CC2(C)N=C(c3cccc(C(F)(F)F)c3)N(C)O2)c1 (centres undefined),-19
Cc1ccc2c(c1)C1CN(C)CCC1N2S(=O)(=O)c1ccc(C(C)C)cc1 (centres undefined),1
Cc1cc(C)cc(C(=O)NC(C)c2ccc(F)cc2)c1 (centres undefined),1
COc1ccccc1CC1CCCN1C(=O)c1cc(-c2csc(C)n2)c[nH]1 (centres undefined),-8
CC(=NNC(=O)Cn1nc(C)cc1C)c1ccco1,-8
O=C1NCC2(CCCN(C(=O)c3cc(=O)[nH]c4ccc(F)cc34)C2)O1 (centres undefined),-23
Cc1ccn2c(=O)c(NC(=O)c3ccccc3)c(C)nc2c1,-16
CC1CCN(c2nc3c(c(=O)n(C)c(=O)n3C)n2CCCc2ccccc2)CC1,-8
O=C1CN(CC(=O)N2N=C3/C(=C\c4cccs4)CCCC3C2c2cccs2)CCN1 (centres undefined),0
CCCCNC(=S)N=Nc1c(O)[nH]c2ccc(F)cc12,0
CCOC(=O)C(C#N)c1ccc(Cl)nn1 (centres undefined),-9
Cc1cc(Nc2ccc3c(n2)C(=O)N(CC(=O)NCCCn2ccnc2)C3)n(C)n1,7

# The listing, repeating the preview:
SMILES,mcGAS RapidFire
COC(=O)c1ccc2c(c1)S(=O)(=O)N(CC(O)c1ccccc1)C2=O (centres undefined),-1
COCCn1c(C)cc(O)c(C(c2ccccn2)N2CCN(C)CC2)c1=O (centres undefined),-10
O=S(=O)(NCCOc1cc(N2CCCC2)ncn1)c1ccc(F)c(Cl)c1,-1
CN(C)C(=O)CN(C)S(=O)(=O)c1cc2[nH]c(=O)[nH]c2cc1Br,3
CN(Cc1cccs1)C(=O)CSc1nnc(-c2cccs2)n1C1CC1,-7
CC1(C(=O)NS(=O)(=O)c2ccc(F)cc2F)CCN1C(=O)Cc1ccc(Cl)cc1Cl (centres undefined),-7
CC/C=C(/C)C(=O)N(C)Cc1ccc(C(=O)O)cc1,-3
O=C(CNc1ccc(-n2cncn2)c(Cl)c1)N1CCCCCC1,-3
CNC(=O)c1cccc(NC(=O)CC2(C)N=C(c3cccc(C(F)(F)F)c3)N(C)O2)c1 (centres undefined),-19
Cc1ccc2c(c1)C1CN(C)CCC1N2S(=O)(=O)c1ccc(C(C)C)cc1 (centres undefined),1
Cc1cc(C)cc(C(=O)NC(C)c2ccc(F)cc2)c1 (centres undefined),1
COc1ccccc1CC1CCCN1C(=O)c1cc(-c2csc(C)n2)c[nH]1 (centres undefined),-8
CC(=NNC(=O)Cn1nc(C)cc1C)c1ccco1,-8
O=C1NCC2(CCCN(C(=O)c3cc(=O)[nH]c4ccc(F)cc34)C2)O1 (centres undefined),-23
Cc1ccn2c(=O)c(NC(=O)c3ccccc3)c(C)nc2c1,-16
CC1CCN(c2nc3c(c(=O)n(C)c(=O)n3C)n2CCCc2ccccc2)CC1,-8
O=C1CN(CC(=O)N2N=C3/C(=C\c4cccs4)CCCC3C2c2cccs2)CCN1 (centres undefined),0
CCCCNC(=S)N=Nc1c(O)[nH]c2ccc(F)cc12,0
CCOC(=O)C(C#N)c1ccc(Cl)nn1 (centres undefined),-9
Cc1cc(Nc2ccc3c(n2)C(=O)N(CC(=O)NCCCn2ccnc2)C3)n(C)n1,7
COC(=O)c1c(N)sc2c1CCCCC2,-5
COc1ccc(OC)c(C(F)(F)C(=O)N2CCC(NC(=O)c3ccccc3C)CC2)c1,-3
Cc1nnc(-c2cccc(-c3ccccc3CO)c2)s1,-1
NC(=O)c1ccsc1NC(=O)CSc1nnc(-c2cccs2)n1C1CC1,-6
c1cc2c(-c3ccc(NC4CCCC4)nn3)cc(NC3CCNCC3)nc2[nH]1,-3
# Additional structures.
SMILES,mcGAS RapidFire
O=[N+]([O-])c1cccc(-c2ccc(SCc3ccncc3)nn2)c1,-5
COCc1nn2c(nnc3c(=O)n(C4CC4)ccc32)c1-c1ccc(F)cc1,-12
CCC(C)N=Cc1c(Nc2ccccc2)nc2c(C)cccn2c1=O (centres undefined),-4
CCOC(=O)c1c(C)[nH]c(C)c1-c1csc(NC2CC2)n1,-2
Cn1c(SCC(=O)NC2CCCC2)nnc1-c1cccs1,-4
CCOC(=O)c1[nH]ncc1C1CC(=O)NCc2nc3ccccn3c21 (centres undefined),-9
CCCC(=O)N1CCCC(C(=O)NC2CCN(CCOC(C)C)CC2)C1 (centres undefined),-13
Cn1nnc2cc(C(=O)N3CCN(C4CCCC4O)CC3)ccc21 (centres undefined),-5
c1ccc(CCCn2ccnc2-c2ccccn2)cc1,-11
CC(=O)c1ccc(NC(=O)C(C)Sc2nc3c(cnn3-c3ccc(C)cc3)c(=O)[nH]2)cc1 (centres undefined),-10
Cc1nc2ccccn2c1C(=O)NNS(=O)(=O)c1cc(Cl)cc(Cl)c1,-6
Cc1ccc(C(O)=C2C(=O)C(=O)N(CCCN3CCOCC3)C2c2ccc([N+](=O)[O-])cc2)cc1 (centres undefined),8
CSc1ccc(CN2C(=O)CON=C2c2ccccn2)cc1,6
Cc1ccn(CCn2ccnc2-c2nn(C)c3cccc(Cl)c23)n1,-5
CC(C)c1[nH]nc(C(=O)Nc2ccccn2)c1Br,0
Cn1c(N)c(C(=O)c2ccco2)c(=O)n(C)c1=O,-9
Cc1cc2c(N(C)C3CCCCC3)ncnc2s1,-10
CC(CSc1ncccn1)Cn1c(N2CCN(C)CC2)nc2c1c(=O)[nH]c(=O)n2C (centres undefined),-9
O=C(NCC1CCCN(S(=O)(=O)c2ccc(F)c(Cl)c2)C1)c1cccnc1 (centres undefined),33
Cc1cccc(CCNC(=O)c2oc3c(C)c(C)ccc3c2C)n1,-1
CNC(=O)NC(=O)CCCN1CCSCC1,-5
O=S1(=O)C(c2ccccc2)=CC1c1ccccc1 (centres undefined),-9
Cn1c(=O)c2c(nc(NCc3ccco3)n2Cc2ccccc2Cl)n(C)c1=O,-3
COc1ccc(C(=O)Nn2cnc3c(cnn3-c3ccc(C)cc3)c2=O)cc1,-1
CCOC(=O)C(NS(=O)(=O)c1ccccc1)C(O)c1ccccc1 (centres undefined),-15
# Remaining list, next part.
SMILES,mcGAS RapidFire
COc1ccc(Cn2c(CO)c[nH]c2=S)cc1,-4
CCN(Cc1ccoc1)C(=O)c1cccnc1NC(C)C,-2
N#Cc1c(C(F)(F)F)cc(=O)[nH]c1S,-3
CC(=O)C1(C)N(O)C(C)(C)C(c2ccc(Cl)cc2)=[N+]1[O-] (centres undefined),-1
CN(CCc1noc(C2CC2)n1)C(=O)C(=O)N1CCc2ccccc21,-11
CN(C)Cc1nc(N2CCNCC2)c2c3c(sc2n1)CCCC3,-6
COCc1cc(CN2CCOC(Cc3ccc(F)cc3)C2)ccc1OC (centres undefined),5
O=C1NC(=O)C2C1Sc1[nH]c(=O)sc1C2c1c[nH]c2ccccc12 (centres undefined),0
Cc1ccc(C)n1NC(=O)c1ccc(OCC(=O)Nc2ccccc2)cc1,-6
Cc1cnccc1N1CCCN(CCn2c(=O)oc3ccccc32)CC1,-9
CCc1nc(CN2CCCC(N(C)CCc3ccc(OC)c(OC)c3)C2)c(C)[nH]1 (centres undefined),-10
Clc1ccc(-c2nnc(SCc3ccon3)o2)c(Cl)c1,-5
Cc1noc(C)c1CCC(=O)N1CCC(C(=O)Nc2cccc(-c3ccco3)c2)CC1,0
C=CCOC(=O)C1C(C)=NC2=C(C(=O)CC(c3ccccc3)C2)C1c1ccc(O)cc1 (centres undefined),-12
COc1ccc(-c2[nH]ncc2CNC(=O)Cc2cccnc2)cc1,-20
S=C(N=P(c1ccccc1)(N1CCOCC1)N1CCOCC1)NCc1cn2ccccc2n1,-2
Cc1ccc(CNC(=O)C2CCC(=O)N(CCCN3CCOCC3)C2)s1 (centres undefined),-7&-2
CN(CC(=O)C(C#N)C(=O)Nc1ccccn1)S(=O)(=O)c1ccccc1 (centres undefined),12
CC(C)Oc1cccc(F)c1-c1cc(C(N)=O)ccn1,-8
COc1cc(CNC(=O)NC(C)c2ccc3c(c2)OCCO3)cc(OC)c1OC (centres undefined),-8
N#CCc1c(C#N)c(N)nc(N2CCN(C(=O)c3ccco3)CC2)c1C#N,-4
Cc1nn(C(C)C)c(C)c1S(=O)(=O)Nc1ccccc1Cl,-2
Cc1cc2nc(N3CCc4ccccc43)c3ccccc3n2n1,-7
CC(C)N1CCN(C(=O)c2nnc(N3CCN(c4ccc(F)cc4)CC3)c3ccccc23)CC1,-3
O=C(O)c1ccccc1C1CCN(C(=O)CCc2cccnc2)C1 (centres undefined),-21

# Taken from above.
# `CC(=O)C1(C)N(O)C(C)(C)C(c2ccc(Cl)cc2)=[N+]1[O-]` (centres undefined) @ mcGAS RapidFire = -1
# `CN(CCc1noc(C2CC2)n1)C(=O)C(=O)N1CCc2ccccc21` @ mcGAS RapidFire = -11

# Other records:
SMILES,mcGAS RapidFire
Fc1ccccc1Cn1cccc1C1=NCCO1,-10
Cn1ncc2c(NCCN3CCCC3=O)nc(C(C)(C)C)nc21,-24
CCOC(=O)C1CNC(=O)NC1=CSC1CCCc2ccccc21 (centres undefined),6
O=C(NCc1cccc(COCc2ccco2)c1)c1ccccc1,0
Clc1ccc2c(c1)C(N1CCNCC1)=Nc1ccccc1O2,-6
CCCn1c(CN2CCCCC2)nc2c1c(=O)n(C)c(=O)n2C,-10
O=C(c1cccc(CC2CCNCC2)c1)N1CCC(Nc2ncccn2)CC1,-5
Cc1cccc(C)c1NS(=O)(=O)c1ccc(C(=O)O)cc1,3
O=C1OC(c2ccccc2)=NC1=Cc1ccccc1,-7
Cc1c(C(=O)NC(C)c2ccccc2)cnn1-c1cc(-c2nc(C(C)(C)C)no2)ccn1 (centres undefined),1
CCCC(=O)C1=C(c2cccc(OC)c2)N(C(=O)CCC)n2c(C)nnc2S1,-5
OCC1CCN(C2CCCN(Cc3cccc4ccccc34)C2)CC1 (centres undefined),-7
COC(=O)c1sccc1S(=O)(=O)N1CCCc2c(F)cc(F)cc21,4
CCOC(=O)CSc1nnc(N)s1,-8
N#CSc1ccc(NS(=O)(=O)c2ccc(Cl)cc2)c(Cl)c1,3
CCCc1sc(C(=O)NC2CCS(=O)(=O)C2)cc1CC (centres undefined),-9
COCC(=O)N1CCCN(C(=O)CC2C=CCC2)CC1 (centres undefined),-20
COC(=O)C(c1ccccc1Cl)N1CCOC(c2ccc(Cl)cc2)C1 (centres undefined),-5
CCc1ccc(S(=O)(=O)NCC2(c3ccccc3)CCOCC2)s1,-6
CCN(C)CC1CCN(c2nc3c(Cl)c(C)nn3c3ccccc23)C1 (centres undefined),4
Cc1cc(CC(C)NC(=O)/C=C/c2ccccc2)n[nH]1 (centres undefined),-2
O=P(c1ccccc1)(c1ccccc1)C(O)c1cccnc1 (centres undefined),-12
O=C(NCC1CCOC1)c1cnn(-c2ccc(Br)cc2)c1 (centres undefined),-11
COc1ccccc1CCNC(=O)c1ccccc1N1CCC(NC(=O)C2CCC2)CC1,-7
COC(=O)c1ccc2c(=O)n(CC(c3ccco3)N(C)C)c(=O)[nH]c2c1 (centres undefined),-28
# The list goes on.
SMILES,mcGAS RapidFire
c1ccc2c(c1)ncn2CN1CCCCC1,-10
CCC(=O)N(c1nnc(SCC(=O)c2ccc(CC(N)=O)s2)s1)C1CC1,1
CCc1ccc(/C=N\Nc2ncnc3nc[nH]c23)cc1,-3
CCc1sc(C(=O)NCc2n[nH]c(C)n2)cc1C,6
CCCCN(C)S(=O)(=O)c1ccc(C(=O)N=c2sc(C(=O)OCC)c(C)n2C)cc1,-6
CN(CC(=O)NC1CCCC1)Cc1ccc(Cl)s1,-10
O=C(NC1CCCC1)C1(O)Cc2ccccc2C1,-8
Cc1nc2nc(N)nn2c(C)c1CC(=O)NC1CCC(C)CC1 (centres undefined),-3
COc1ccccc1C1(CC(=O)N2CCN(Cc3cccc(F)c3)CC2)CC(=O)N(C)C1=O (centres undefined),-8
Cc1oc(-c2ccc(F)cc2F)nc1CN(C)C1CCOC1 (centres undefined),5
COc1ccc2cc(CN3CCN(Cc4ccncc4)CC3)c(=O)[nH]c2c1,42
c1ccc(Cc2nc(-c3cn4ccsc4n3)n[nH]2)cc1,-15
CC1CCN(C(=O)C(C)NC(=O)c2ccccc2Cl)CC1 (centres undefined),-8
CN1CC(C(=O)OCc2cc(Br)ccc2OC(F)F)CC1=O (centres undefined),-5
CCN(CC)C(=O)c1ccc(C2CCCN2C(=O)CCc2ccco2)s1 (centres undefined),2
Cc1cccn2c(=O)c3cc(C(=O)N(C)CCC#N)n(C)c3nc12,-13
CCCCN(C)C(=O)c1sc(=O)n(CC(=O)c2ccc(Cl)cc2)c1C,-3
c1cc2c(cc1OCC1CCN(Cc3cc4n(n3)CCNC4)CC1)CCC2,-14
Cc1[nH]cnc1-c1nccn1Cc1cccnc1,-9
COc1ccc(NS(=O)(=O)c2ccc(I)cc2)cc1N1CCN(C)CC1,1
Cc1cc(C2CCC2)nc(N2CCc3nnc(C)n3CC2)n1,-8
CCc1nnc(NC(=O)c2cc(OC)ccc2Br)s1,-6
CC(c1cccs1)N(C)CCS(=O)(=O)c1ccc(Br)cc1 (centres undefined),13
CC1CC1c1ccc(/C=C/C(=O)N2CCN(Cc3ccccc3)CC2)o1 (centres undefined),-5
O=C1CCCN1C1CCCN(CCn2cncn2)C1 (centres undefined),-17
CCCc1ccc(CN2CC[C@H](CO)[C@@H](O)C2)o1,7
Cn1nc(-c2nnc(-c3cccc(Cl)c3)o2)c2ccccc2c1=O,-2
Cc1nn(Cc2ccc(F)cc2)c2n[nH]c(N)c12,-14
CCOC(=O)N1CCN(C(=O)CSc2ncnc3c2nnn3C)CC1,1
CC1(C)CC(=O)C=C(NCC2CCN(C(=S)Nc3ccccc3)CC2)C1,-4
